Source: PubChem BioAssay (several laboratories)
GalR3 antagonist: antagonists of human GalR3 | O60755 | HEK293 GalR3-CNG cAMP membrane potential fluorescence; galR3 body fused to GalR1 C-terminus | inhibition, % at 3 µM | 360,000 compounds, 0.44% hits | AID 651719;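 active means inhibition above the screen-wide average plus 3 SD, cut at about 13% in these data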;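 further: forskolin and galanin both at EC90 stimulate the cells; cAMP rise reported by CNG channel membrane potential dye signal; 0% = forskolin plus galanin with DMSO and 100% = forskolin alone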
MEKK2 mut-MEK5: signal of MEK5 binding to mutant human MEKK2 PB1 domain. bead flow cytometry, Alexa488-MEK5 binding to MEKK2 mutant. percent response, % at 10 µM. 290,000 compounds, 0.35% hits. AID 1530; in the data active means percent response above about 24%, passing the limit was not always enough; further: inactives centre near 1; some results filed as inactive read as strong as hits
GPR7 antag: blocks human GPR7 receptor signaling | GPR7-expressing cells, fluorescence antagonist assay | 290,000 compounds, 1.1% hits | P48145 | AID 1861 | inhibition, % at 4.4 µM; in the data active means inhibition above about 16%, passing the limit was not always enough;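 further: cells stimulated with the agonist NPW; 0% = agonist with vehicle and 100% = vehicle without agonist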
MEKK2wt PB1 HTS: raises or lowers MEK5 binding to wildtype human MEKK2 PB1 domain; Q9Y2U5; bead flow cytometry, Alexa488-MEK5 binding to MEKK2 WT; actives lie on both sides; binding response (% of control), % at 10 µM; 290,000 compounds, 1.1% hits; AID 1531; in the data active means binding response below about 67% or above about 130%
NALP1 yeast inh: inhibitors of NALP1 inflammasome in yeast. S. cerevisiae NALP1/ASC/caspase-1 growth, X-gal OD620, 72 h. inhibition, % at 10 µM. 280,000 compounds, 0.61% hits. AID 2071; in the data active means inhibition mostly above about 24%, no sharp cut-off; inactive means mostly below about 32%; further: some compounds called inactive have numbers as strong as hits
V1R ag counter: activates human V1a receptor in oxytocin agonist counter-screen; activation, % at 3 µM; P37288; 320,000 compounds, 0.25% hits; CHO-V1R cells, Fluo-8 calcium fluorescence, agonist mode; 0% DMSO, 100% 3 nM vasopressin;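 active means activation above the mean activation of all tested compounds plus 3 SD, per screening run, cut at about 20% in these data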;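 further: signal is peak over basal fluorescence ratio across a 100 second FLIPR read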
Target sequence (P37288 whole entry, looked up): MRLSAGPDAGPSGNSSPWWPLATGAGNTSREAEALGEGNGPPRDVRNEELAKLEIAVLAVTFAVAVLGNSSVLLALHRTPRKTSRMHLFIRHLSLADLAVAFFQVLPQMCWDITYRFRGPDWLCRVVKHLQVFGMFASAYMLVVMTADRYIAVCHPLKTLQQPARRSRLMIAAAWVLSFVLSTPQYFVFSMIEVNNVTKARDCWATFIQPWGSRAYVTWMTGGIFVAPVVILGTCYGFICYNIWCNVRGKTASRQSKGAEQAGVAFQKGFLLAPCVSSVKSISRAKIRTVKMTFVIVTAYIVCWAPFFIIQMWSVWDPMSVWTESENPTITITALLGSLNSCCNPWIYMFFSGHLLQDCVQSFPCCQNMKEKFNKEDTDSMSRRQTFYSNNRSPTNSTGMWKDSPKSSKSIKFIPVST
OXTR potentiator: human OXTR potentiation. AID 2445. P30559. CHO-OTR cells, Fluo-8 calcium fluorescence, potentiator mode; 0% = oxytocin EC15, 100% = EC100. activation, % at 3 µM. 320,000 compounds, 0.061% hits;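 active means activation above that plate's cutoff, the mean activation of tested compounds plus 3 SD, cut at about 6.6% in these data, passing the limit was not always enough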;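 further: 100% uses oxytocin at 75 nM as the full agonist control; some results filed as inactive read as strong as hits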
Target sequence (P30559 whole entry, looked up): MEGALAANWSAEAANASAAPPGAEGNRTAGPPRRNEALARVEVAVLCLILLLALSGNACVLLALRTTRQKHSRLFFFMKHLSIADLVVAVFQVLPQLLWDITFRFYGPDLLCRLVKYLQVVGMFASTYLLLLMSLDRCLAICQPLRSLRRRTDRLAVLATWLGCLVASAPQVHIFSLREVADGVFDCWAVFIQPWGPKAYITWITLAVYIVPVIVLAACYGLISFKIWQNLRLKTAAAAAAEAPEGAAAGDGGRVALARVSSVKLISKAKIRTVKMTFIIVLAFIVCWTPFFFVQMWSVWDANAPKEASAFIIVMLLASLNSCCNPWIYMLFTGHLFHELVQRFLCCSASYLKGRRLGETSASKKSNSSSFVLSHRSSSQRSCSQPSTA
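System: human OTR in CHO cells; Also added: sub-maximal oxytocin, roughly EC15; Timing: compound 6 min at room temperature before oxytocin, 100 s read; Technique: Fluo-8 intracellular calcium fluorescence, ex 470-495, em 515-575 nm; Controls: oxytocin EC15 low and EC100 high; Replication: singlicate.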
OXTR agonist: human OXTR agonism; CHO-OTR cells, Fluo-8 calcium fluorescence; normalized: DMSO 0%, oxytocin 100%; activation, % at 3 µM; AID 2435; P30559; 320,000 compounds, 0.32% hits;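 active means activation above the mean of all tested compounds plus 3 SD, cutoff set per screening run, cut at about 20% in these data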;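 further: peak over basal fluorescence ratio from a 100 s FLIPR kinetic read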
PfM18AAP inh: PfM18AAP enzyme inhibition; recombinant PfM18AAP, H-Glu-NHMec fluorogenic cleavage; inhibition, % at 7.35 µM; 290,000 compounds, 1.2% hits; AID 1822;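 active means inhibition above the campaign mean inhibition over all tested compounds plus 3 SD, cut at about 28% in these data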;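 further: 0% = plate median of test compound wells and 100% = 2 mM ZnCl2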
An asterisk follows results filed as active; . = not tested or not shown.

SMILES	GalR3 antagonist	MEKK2 mut-MEK5	GPR7 antag	MEKK2wt PB1 HTS	NALP1 yeast inh	V1R ag counter	OXTR potentiator	OXTR agonist	PfM18AAP inh
COc1cccc(CNC(=O)CCC2CCCN(C(=O)c3cccc4c(C)c(C)[nH]c34)C2)c1 (stereo not drawn)	-7	1	-15	99	18	-1.4	-2	-1.9	-10
Cc1cc(N2CCN(C(=O)c3ccco3)CC2)n2ncc(-c3ccccc3)c2n1	-2	7	11	104	-10	-0.1	-9	-1.0	-3
C=CCSc1[nH]c(=O)cc(C)c1C(N)=O	-4	3	-3	103	-6	0.5	1	0.2	25
CC1CC(C)CN(C(=O)C2CCN(S(=O)(=O)c3c(Cl)cccc3Cl)CC2)C1 (stereo not drawn)	-3	7	-13	98	3	-0.6	-8	-0.5	-1
Cn1c(O)c(/C=C2\C=NN=C2c2ccccc2)sc1=S	1	-9	9	95	4	0.2	-13	0.6	1
CNCC(O)C(O)C(O)C(O)CO (stereo not drawn)	-3	2	-16	99	-7	-0.5	2	-0.1	8
CC(C)(C)OC(=O)N1CCN(C(=O)[C@H](Cc2ccc(O)cc2)n2cc(CCO)nn2)CC1	-2	6	-14	107	-1	0.3	-2	0.6	5
Cc1ccc(N=Nc2c(C)[nH]n(-c3ccccc3)c2=O)c(C)c1	0	-1	2	101	-7	0.9	-7	0.6	-3
Cc1cc(C)c(OCC(=O)Nc2ccccn2)c([N+](=O)[O-])c1	-3	-2	-8	95	17	0.5	-1	0.1	4
CCC(/C=N/Nc1ccc(S(=O)(=O)N2CCCC2)cc1[N+](=O)[O-])CC	-1	-2	-10	99	26	-0.2	-7	-0.8	-6
CC(=O)N1CCN(c2ccc(NC(=O)c3ccc4c(c3)OCCO4)cc2)CC1	-1	7	5	103	5	1.0	-4	1.3	0
COc1ccc(C(=O)Oc2ccc(/C=N/NC(=O)Cc3ccc([N+](=O)[O-])cc3)cc2)cc1	-12	-3	4	104	15	-0.2	-6	-0.2	-13
Cc1nc([N+](=O)[O-])c(Sc2nc3ccccc3n2C)n1Cc1ccccc1	-2	-1	-3	107	25	3.2	2	1.2	-7
O=Cc1cn(-c2ccccc2)nc1-c1cc2ccccc2oc1=O	-4	-5	-5	96	5	1.0	-2	-0.3	6
Cc1ccc(S(=O)(=O)/N=C/N(C)C)cc1	-10	-1	-3	103	19	-0.7	-5	-0.9	-9
COc1ccccc1NS(=O)(=O)c1cc2c3c(c1)CC(=O)N3CCC2	-10	3	-5	102	17	0.4	-6	2.6	-9
O=C(N/N=C/c1ccc(OC(=O)c2ccc([N+](=O)[O-])cc2)cc1)c1cccnc1	-1	-1	2	93	0	2.2	-7	1.0	7
c1ccc(N2CCN(c3ncnc4c3oc3ccccc34)CC2)cc1	-6	.	-10	.	9	2.8	-10	0.7	-4
CN(Cc1ccno1)Cc1cn(Cc2ccccc2)nc1-c1ccc2c(c1)OCO2	-6	-14	-1	86	29*	0.4	-7	-1.3	8
O=C(O)c1ccc(COc2ccc3ccccc3c2/C=C2/NC(=O)N(Cc3ccc(F)cc3)C2=O)cc1	-2	0	-2	110	10	.	.	.	0
O=C(Cc1c(F)cccc1Cl)Nc1cccnc1	-4	3	-6	98	20	0.5	-5	-0.5	-8
COc1ccc(CNC(=O)[C@H](Cc2c[nH]c3ccccc23)NC(=O)[C@@H]2Cc3ccccc3CN2)cc1	-1	3	6	110	20	15	-6	8.2	5
Cn1cc([N+](=O)[O-])c(C(=O)NC2CCCCCC2)n1	-3	2	-10	104	2	.	.	.	0
Cc1onc(C(=O)NCc2cccs2)c1[N+](=O)[O-]	1	0	-9	102	-2	-0.6	-1	3.6	-3

NALP1 yeast inh, entries above that show a hit
SMILES	GalR3 antagonist	MEKK2 mut-MEK5	GPR7 antag	MEKK2wt PB1 HTS	NALP1 yeast inh	OXTR potentiator	PfM18AAP inh
CN(Cc1ccno1)Cc1cn(Cc2ccccc2)nc1-c1ccc2c(c1)OCO2	-6	-14	-1	86	29*	-7	8

Later entries
SMILES	GalR3 antagonist	MEKK2 mut-MEK5	GPR7 antag	MEKK2wt PB1 HTS	NALP1 yeast inh	V1R ag counter	OXTR potentiator	OXTR agonist	PfM18AAP inh
Nc1c(-c2ccc(Cl)cc2)cnc2c(-c3ccc(F)cc3)cnn12	-6	3	-16	105	8	0.1	-15	0.2	-1
O=C(c1cc2ccccc2oc1=O)N1CCN(C(=O)C2CCCO2)CC1 (stereo not drawn)	.	4	1	99	35	-0.6	0	-0.1	-12
COc1ccc(-c2cc3n(n2)CCc2nc4ccccc4n2-3)cc1	-5	-5	-19	98	29	1.0	-5	0.4	3
Cc1oc2ccc(O)cc2c1C(=O)c1ccc(Cl)cc1	-6	-3	3	92	18	-1.9	-17	-2.1	6
C[C@]12CCC(=O)C=C1[C@H](O)C[C@@H]1[C@@H]2[C@@H](O)C[C@@]2(C)[C@H]1CC[C@]2(O)C(=O)CO	.	2	-10	97	17	0.5	-1	0.4	7
Nc1nnc(SCC(=O)NCCNC(=O)CSc2nnc(N)s2)s1	-4	.	.	.	.	-0.2	-7	-0.2	.
COc1cc([N+](=O)[O-])cc([N+](=O)[O-])c1NC(=O)N1CCOCC1	-7	-2	5	103	10	1.3	-6	1.0	2
COc1ccccc1S(=O)(=O)Cc1ccc(C(=O)NC2CCCCC2)o1	-2	.	-9	.	2	-0.1	5	0.3	-21
O=c1[nH]cccc1-c1nc2ccccc2n1Cc1ccc(F)cc1	87*	3	-1	101	2	1.2	-6	0.8	2
CN(C)c1ccc(C(=S)N2CCOCC2)cc1Br	-2	8	17	102	12	1.0	-9	-0.6	-1
O=C(CN1C(=O)COc2ccccc21)NCCCN1CCN(c2ccccc2F)CC1	-6	-2	8	109	22	-0.3	-10	-0.1	-9
CC1CC(C)CN(CCCNC(=O)c2ccc3c(c2)NC(=O)C(N2CCCCC2)S3)C1 (stereo not drawn)	-4	10	-11	116	13	0.2	-7	0.7	-1
CC1CCN(C(=O)COC(=O)c2ccc(=O)n(Cc3ccccc3)n2)CC1	-4	.	.	.	.	0.9	-3	-0.7	.
CCn1c(SCC(=O)Nc2nc3ccccc3s2)nc2c(c1=O)SC(C)C2 (stereo not drawn)	-4	10	-19	111	6	3.3	-14	2.9	-3
CCCc1ccc(NC(=O)C2CCN(c3cnccn3)CC2)cc1	-10	1	14	102	23	2.5	-9	-0.3	-10
CCCCOc1ccc(C(=O)N/N=C/c2cn[nH]c2-c2ccc(OC)c(OC)c2)cc1	2	-2	-7	98	16	-1.0	-13	-1.5	-6
CC(C)CC(=O)N(c1nnc(-c2cccnc2)s1)C1CCCC1	-7	5	-10	104	-4	-0.5	1	-2.3	1
C/C(Cn1cnc([N+](=O)[O-])n1)=N\NC(=O)c1ccccc1F	-2	3	1	104	.	-0.5	-8	-1.8	-5
OC[C@H](O)[C@H](O)[C@@H](O)[C@@H](O)[C@@H]1SC(c2ccccc2)=NN1c1ccccc1	-1	0	-17	99	-11	0.1	-7	-0.7	13
COc1ccc(C)cc1NC(=O)CN1CCN(S(=O)(=O)c2ccc(Cl)cc2)CC1	-2	3	0	100	7	-0.6	-3	-0.2	8
COc1ccc(C(=O)Nc2cc(C)on2)cc1OC	-8	-1	-6	101	-6	0.8	-3	-0.7	-1
C=CCn1c(=O)c(C(=O)OCC)c(O)c2ccccc21	-3	-5	21	91	8	0.4	1	-0.4	14
O=C(NC1=NCCS1)C12CC3CC(CC(C3)C1)C2	-8	2	-4	98	14	1.1	-5	-0.1	1
CCCC(=O)n1nc(-c2cccnc2)nc1N	-1	0	4	101	11	-0.2	2	0.4	-2
COc1cc(CN2CCN(Cc3ccc(C)cc3)C(CCO)C2)ccc1O (stereo not drawn)	-2	1	1	101	-2	1.4	-2	1.2	-3
Cc1nc(SCc2ccccc2C#N)n[nH]1	-8	1	1	108	25	0.5	1	0.9	-2
NNc1ccc(Cl)c(C(=O)O)c1	-4	4	-8	100	-4	-0.1	9	1.0	6
C=CCOc1ccc(/C=C/C(=O)OCC(=O)N2CCN(C(C)=O)CC2)cc1	1	.	.	.	.	3.4	-10	3.4	.
O=c1c2c(nc3nc(NCc4cccc(Cl)c4)[nH]n13)CCC2	-2	-6	-9	99	11	0.4	1	0.2	-7
O=C(CSc1ccccc1C(=O)O)NC1CCCCCC1	-3	-11	-10	91	8	0.5	-4	1.0	-3
CN(Cc1ccccc1)C(=O)CN(C1CCCCC1)S(C)(=O)=O	-5	4	-4	105	5	0.0	-11	2.5	0
O=C1CCCC(O)=C1N=Nc1ccc(C(=O)O)cc1	-4	4	-8	104	8	-0.2	-3	0.3	17
Cc1ccc2nc(NC(=S)NC(=O)c3cccs3)sc2c1	0	0	-1	95	-7	0.8	-6	1.1	-9
Cc1ccc(C)c(Oc2cc(F)nc(N)n2)c1	-7	9	-10	112	-1	-0.8	-8	-0.9	5
Cc1cc(-c2ccccc2)n2nc(C)c(-c3ccccc3)c2n1	1	14	-10	106	1	0.2	-2	1.3	-2
C[N+](C)(C)CCN1C(=O)CSC1=O	-3	4	10	96	.	1.4	-11	-0.5	9
CN1CCN(C(=O)C2CC(c3c(F)cccc3Cl)=NO2)CC1 (stereo not drawn)	-6	1	-10	102	8	0.2	-8	0.6	-6
COc1ccc(CCNS(=O)(=O)c2ccccc2)cc1OC	1	7	7	103	10	0.2	-12	0.3	-2
COc1ccccc1C(=O)NCC(=O)NNc1ncnc(N)c1[N+](=O)[O-]	.	4	-11	104	-3	1.0	-8	0.7	3

Compound profiles, as listed above. Values in the order: GalR3 antagonist, MEKK2 mut-MEK5, GPR7 antag, MEKK2wt PB1 HTS, NALP1 yeast inh, V1R ag counter, OXTR potentiator, OXTR agonist, PfM18AAP inh
`COc1ccccc1C(=O)NCC(=O)NNc1ncnc(N)c1[N+](=O)[O-]` is entered as ., 4, -11, 104, -3, 1.0, -8, 0.7, 3
`CN(Cc1ccccc1)C(=O)CN(C1CCCCC1)S(C)(=O)=O` is entered as -5, 4, -4, 105, 5, 0.0, -11, 2.5, 0
`O=c1c2c(nc3nc(NCc4cccc(Cl)c4)[nH]n13)CCC2` is entered as -2, -6, -9, 99, 11, 0.4, 1, 0.2, -7
`C=CCOc1ccc(/C=C/C(=O)OCC(=O)N2CCN(C(C)=O)CC2)cc1` is entered as 1, ., ., ., ., 3.4, -10, 3.4, .
`Cc1ccc2nc(NC(=S)NC(=O)c3cccs3)sc2c1` is entered as 0, 0, -1, 95, -7, 0.8, -6, 1.1, -9

An excerpt of these results, with two lines to a compound:
Value order – GalR3 antagonist, MEKK2 mut-MEK5, GPR7 antag, MEKK2wt PB1 HTS, NALP1 yeast inh, V1R ag counter, OXTR potentiator, OXTR agonist, PfM18AAP inh
O=c1c2c(nc3nc(NCc4cccc(Cl)c4)[nH]n13)CCC2
    -2, -6, -9, 99, 11, 0.4, 1, 0.2, -7
O=C(CSc1ccccc1C(=O)O)NC1CCCCCC1
    -3, -11, -10, 91, 8, 0.5, -4, 1.0, -3
CN(Cc1ccccc1)C(=O)CN(C1CCCCC1)S(C)(=O)=O
    -5, 4, -4, 105, 5, 0.0, -11, 2.5, 0
